# Bioassay records (PubChem BioAssay)
# SENP1 FRET inh – SENP1 (human) catalytic domain inhibition. actives 0.21% (n = 360,000). Q9P0U3. inhibition, % at 10 µM. recombinant SENP1 catalytic domain, CyPet-SUMO1-YPet FRET cleavage;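 active = inhibition at least 30% at 10 µM, raw YFP signal under a set limit, fluorescence ratio 0.5 to 1.5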;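 also: 0% = enzyme with DMSO and 100% = no enzyme wells; some results filed as inactive read as strong as hits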
# Target sequence (Q9P0U3 419-644 limits assumed): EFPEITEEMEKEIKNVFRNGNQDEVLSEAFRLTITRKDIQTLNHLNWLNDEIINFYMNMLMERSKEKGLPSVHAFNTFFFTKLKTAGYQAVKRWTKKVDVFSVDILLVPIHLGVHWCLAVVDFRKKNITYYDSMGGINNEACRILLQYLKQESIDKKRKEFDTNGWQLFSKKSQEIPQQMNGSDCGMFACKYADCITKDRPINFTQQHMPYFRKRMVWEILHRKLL
#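 Test system: human SENP1 catalytic domain; medium: Tris pH 8 buffer plus EDTA, NaCl, BME, BSA, NP40, catalase; incubation: 50 min reaction at room temperature; technique: FRET, CFP and YFP emission; controls: no-enzyme low control and enzyme-plus-DMSO high control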
# MPTP inh – permeability transition pore inhibition. isolated mouse mitochondria, Ca2+ swelling absorbance, 30 min. inhibition, % at 10 µM. actives 1.4% (n = 360,000);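 active = inhibition of 50% or more, scaled per plate between neutral and stimulator controls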;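 also: 0% = DMSO wells given calcium and 100% = 1 mM EGTA wells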
# SENP8 inh – blocks human SENP8 cleavage of Nedd8 substrate; Q96LD8; recombinant SENP8, Nedd8 substrate fluorescence; inhibition, % at 20 µM; actives 0.64% (n = 360,000); AID 602440; in the data active = inhibition mostly above about 40%, no sharp cut-off; inactive = mostly below about 27%
# Target sequence (Q96LD8 whole entry, looked up): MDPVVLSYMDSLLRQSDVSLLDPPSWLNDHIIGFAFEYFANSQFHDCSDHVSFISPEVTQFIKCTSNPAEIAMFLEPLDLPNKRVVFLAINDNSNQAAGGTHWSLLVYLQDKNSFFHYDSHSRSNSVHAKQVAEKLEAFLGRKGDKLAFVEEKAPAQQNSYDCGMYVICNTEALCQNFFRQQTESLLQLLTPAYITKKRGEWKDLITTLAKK
# The depositor's hits bear a star; i = inactive. This is a subset, so the mix of outcomes need not match the whole.
No.	compound	SENP1 FRET inh	MPTP inh	SENP8 inh
1	COc1ccccc1-c1cc(NC=O)c2ncc(-c3cccc(C(=O)N(C)C)c3)n2c1	-14	-1.2	-234
2	CC(C)C(C(=O)NCc1ccccc1)N1CCN(c2ccccc2F)CC1 (stereo not given)	1	-1.5	16
3	Cc1ccc(Cc2c(C3CCCCC3)nc3ccc(Br)cn23)cc1	-10	-1.4	-28
4	CNC(=O)C1(C)Cc2c(-c3ccc4c(c3)OCO4)ccnc2O1 (stereo not given)	2	-0.1	-90
5	COc1cc(CN2C[C@@H](CO)O[C@@H](n3cnc4c(NC5CCCC5)ncnc43)C2)cc(OC)c1OC	2	0.2	22
6	CC(C)NC(=O)C1C(c2ccc(C(F)(F)F)cc2)=Nc2ccccc2N1C(=O)c1ccco1 (stereo not given)	3	-0.2	-28
7	CCOC(=O)[C@]12CCCC=C1N(Cc1ccc(Cl)cc1Cl)C(=O)[C@H](CC(=O)N1CCCCC1)C2	4	-0.8	14
8	Cc1ccc(F)c(S(=O)(=O)NC(=O)C2(C)CCN2C(=O)CCc2ccccc2)c1 (stereo not given)	-12	2.6	1
9	CN(C)CCNc1ncnc2c1ncn2[C@H]1CN(Cc2ccc(F)cc2)C[C@@H](CO)O1	0	-0.2	2
10	COC(=O)[C@]12CCCCC=C1N(CCc1ccc(OC)c(OC)c1)C(=O)[C@H](CC(=O)NCCC(C)C)C2	1	-1.4	13
11	CN1CCN(c2ccc(-c3cc(NC=O)c4ncc(-c5ccc(F)cc5)n4c3)cc2)CC1	35	-1.0	-382
12	CCCCC[C@@H](C)N1C[C@@H](COCc2ccccc2)Oc2cc(N3CC[C@@H](N(C)C)C3)ccc2S1(=O)=O	1	4.0	-16
13	O=c1cccc(-c2ccc3ccccc3c2)o1	1	-0.1	2
14	CC(C)CCC[C@](C)(O)c1ccc(C(=O)O)cc1O	1	-0.5	15
15	CN(C)c1ncnc2c1ncn2[C@H]1CN(Cc2ccc(F)cc2)C[C@@H](CO)O1	1	0.9	11
16	Cc1oc(-c2ccc(Cl)cc2)cc1C(=O)N1CCC1(C)C(=O)O (stereo not given)	-1	0.5	13
17	CC1(C(=O)NS(=O)(=O)c2cccc(C#N)c2)CCN1C(=O)C1(c2ccc(Cl)cc2)CCC1 (stereo not given)	2	1.4	4
18	COC(=O)C1=CN(c2ccc(Oc3ccccc3)cc2)C(N)=C(C#N)C1c1cccc(F)c1 (stereo not given)	3	-0.3	-68
19	Cc1cccc(C)c1-n1nnnc1C(c1ccnc2ccccc12)N1CCOCC1 (stereo not given)	0	0.6	29
20	CCCCCNC(=O)C(c1ccc(C(F)(F)F)cc1)n1c(=O)c(-c2ccco2)nc2ccccc21 (stereo not given)	-32	-2.9	-446

# Continuation.
No.	compound	SENP1 FRET inh	MPTP inh	SENP8 inh
21	CCOc1cccc(-c2ccc3nncn3c2)c1	1	-0.9	8
22	Nc1nc2ccccc2cc1C(=O)NCc1cccs1	-23	2.2	-401
23	Cc1c(C(=O)NCCC#N)sc(=O)n1Cc1ccc(C(=O)N(C)C)cc1	3	-2.1	-3
24	COC(=O)c1ccc2nc(-c3ccco3)c(Cc3ccccc3)n2c1	-36	-2.2	-379
25	COc1ccc(-c2csc(C(O)c3cccc(OC)c3)n2)cc1 (stereo not given)	2	5.9	21
26	CC(C)C[C@H]1COc2cccc(N3CCSCC3)c2S(=O)(=O)N1	0	0.3	8
27	CC1(C(=O)NS(=O)(=O)c2ccccc2Cl)CCN1C(=O)CCC1CCCC1 (stereo not given)	1	2.0	14
28	CCOC(=O)[C@]12CCC=C1N(Cc1ccc3c(c1)OCO3)C(=O)[C@H](CC(=O)N1CCCC1)C2	2	-0.5	16
29	COC(=O)[C@@]12C[C@@H](CC(=O)NCC3CCCCC3)C(=O)N(Cc3ccco3)C1=CCC(C)(C)C2	-6	-2.0	19
30	Cc1ccc(S(=O)(=O)NC(=O)C2(C)CCN2C(=O)COc2ccc(Cl)cc2)nc1 (stereo not given)	1	-2.9	16
31	c1cn2c(-c3ccc(N4CCOCC4)cc3)cncc2n1	-10	0.5	i
32	COc1cc(-c2coc3c(C(=O)NCc4cccc(Cl)c4)cccc23)ccc1O	-3	1.2	2
33	COc1ccc(-c2cnc3c(NC(C)=O)cc(-c4ccc(C(=O)NC5CC5)cc4)cn23)cc1OC	-5	1.9	-246
34	COc1cccc(C(O)c2ncc(-c3cccc(F)c3)[nH]2)c1 (stereo not given)	3	-1.6	26
35	O=C(C=CC(=O)Nc1ccc(F)cc1F)Nc1ccc(F)cc1F	-1	2.0	6
36	COc1ccccc1C(=O)N1CCN(C(=O)[C@H]2O[C@@H](n3cnc4c(N)ncnc43)[C@H](O)[C@@H]2O)CC1	1	-1.0	17
37	O=C(c1[nH]c(C(F)(F)F)nc1-c1ccccc1)N1CCC2(CC1)C(=O)NCN2c1ccccc1	0	-1.0	16
38	CCCNC(=O)C1(C)CCN(C(=O)c2ccc(OC(F)F)cc2)C1 (stereo not given)	0	-0.2	12
39	COc1ccc(-c2cc3nc(NCc4ccc(C)cc4C)n(C)c(=O)c3s2)cc1OC	-33	-2.2	-352
40	CCCC[C@@H]1Cc2[nH][nH]c(=O)c2[C@H](c2ccc(C(C)C)cc2)O1	0	-8.1	13

# Arranged by the number under SENP1 FRET inh (smallest number first): 3 from the list above
no.	SMILES	SENP1 FRET inh
8	Cc1ccc(F)c(S(=O)(=O)NC(=O)C2(C)CCN2C(=O)CCc2ccccc2)c1 (stereo not given)	-12
35	O=C(C=CC(=O)Nc1ccc(F)cc1F)Nc1ccc(F)cc1F	-1
9	CN(C)CCNc1ncnc2c1ncn2[C@H]1CN(Cc2ccc(F)cc2)C[C@@H](CO)O1	0

# (more compounds)
No.	compound	SENP1 FRET inh	MPTP inh	SENP8 inh
41	CCCNC(=O)C1(C)CCN(Cc2ccc(-c3ccccc3)o2)C1 (stereo not given)	-7	-0.6	-22
42	COc1cccc(CNc2nc3cc(-c4cccc(C(F)(F)F)c4)sc3c(=O)n2C)c1	0	0.9	-157
43	COc1ccc(CNC(=O)COc2cc3c(c4oc(=O)cc(C)c24)CCC(C)(C)O3)c(OC)c1	-1	-1.6	3
44	O=C1NC[C@H](CCCCN2C[C@H](Cc3ccc(O)cc3)N(CCC3CCCCC3)C(=O)C2=O)N(CCc2ccccc2)C1=O	1	-0.7	5
45	CO[C@@H]1[C@@H](OC(N)=O)[C@@H](O)[C@H](Oc2ccc3c(O)c(NC(=O)c4ccc(O)c(CC=C(C)C)c4)c(=O)oc3c2C)OC1(C)C	-3	-0.7	10
46	CC(C)Oc1ccc(F)cc1-c1cc(C(=O)NCc2cccs2)[nH]n1	2	2.0	10
47	O=C(NCc1cccnc1)c1cc(C2CCCCN2S(=O)(=O)c2ccccc2)on1 (stereo not given)	-2	-1.0	3
48	CC(=O)Nc1ccc(NC(=O)c2cc(-c3cc(F)ccc3OCC3CCCO3)n[nH]2)cc1 (stereo not given)	0	1.3	-63
49	Cc1cc2nc(-c3nnnn3Cc3ccccc3)c(=O)[nH]c2cc1C	-23	-1.4	-376
50	COc1cc(CN2CCC(C(=O)NC(c3ccc(F)cc3)c3ncccc3C)CC2)cc(OC)c1 (stereo not given)	-3	-0.3	36
51	CN(Cc1ccc(Cl)cc1)C(c1cc2ccccc2o1)c1nnnn1C(C)(C)C (stereo not given)	3	-0.1	14
52	COC(=O)[C@]12CCCCC=C1N(Cc1ccccc1)C(=O)[C@H](CC(=O)NCc1cccc(C(F)(F)F)c1)C2	2	0.4	12
53	O=C(NCc1ccccc1Cl)c1ccc2nc([C@@H]3O[C@H](CO)[C@H](O)[C@H](O)[C@H]3O)[nH]c2c1	0	-1.9	8
54	COCCCn1cc(CN2CC(N3CCCC3)CS2(=O)=O)nn1 (stereo not given)	4	-0.2	18
55	CC(=O)N1CCc2cc(NC(=O)C3(C)CCN3Cc3ccc(C(C)C)cc3)ccc21 (stereo not given)	0	2.6	15
56	CC(=O)c1ccc(OC2(C)CCN(Cc3cccn3-c3nccs3)C2)cc1 (stereo not given)	0	-0.1	19
57	Cc1ccc2cc(NC(=O)C3(C)CCN(C)C3)ccc2n1 (stereo not given)	0	-1.3	-42
58	CCCCCCN1CCN(C2CN(Cc3cn(Cc4ccc(F)cc4)nn3)S(=O)(=O)C2)CC1 (stereo not given)	-1	0.9	8
59	COc1cccc(-c2cc(CNC(=O)[C@H]3O[C@@H](n4cnc5c(N)ncnc54)[C@H](O)[C@@H]3O)no2)c1	2	-2.4	31
60	O=C(NCc1ccccc1)c1cc(C2COCCN2C(=O)c2ccc(Cl)cc2)on1 (stereo not given)	-1	-1.1	9

# (next part)
No.	compound	SENP1 FRET inh	MPTP inh	SENP8 inh
61	CCCNC(=O)C1(C)CCN(Cc2ccc3ccccc3c2Br)C1 (stereo not given)	1	0.8	6
62	COc1cccc(C(NC(C)=O)c2nc(-c3cccc(C(C)C)c3)cs2)c1 (stereo not given)	0	-0.6	4
63	C[C@@H]1COc2cc(N(C)CCO)ccc2S(=O)(=O)N1	0	0.0	11
64	COc1ccc(OC)c(NC(=O)C2(C)CCN2C(=O)CCC2CCCC2)c1 (stereo not given)	-1	0.5	3
65	CCOC(=O)C1(C)CCCN(C(=O)c2ccc(-c3ccccc3)cc2)C1 (stereo not given)	2	-1.6	20
66	CCCCNC(=O)C1(C)CCN1C(=O)CSc1ccccc1 (stereo not given)	0	0.6	18
67	O=C(NCc1ccncc1)[C@@H]1CCCN1C(=O)[C@H]1CCCN1C(=O)c1c(F)cccc1F	1	-0.3	19
68	O=C(Nc1ccc2c(c1)OCO2)c1ccc2sc([C@H]3C[C@H](O)[C@@H](CO)O3)nc2c1	-1	-1.0	4
69	COC(=O)c1ccc2nc(-c3cccc(Br)c3)c(Cc3ccc(OC)cc3C)n2c1	-6	-0.2	-227
70	O=C(c1[nH]c(C(F)(F)F)nc1-c1ccccc1)N1CCN(c2ncccc2C(F)(F)F)CC1	1	-0.1	16
71	CCc1nc2c(OCc3ccccc3C)cccn2c1N(C)C(=O)CC(C)C	2	-1.7	20
72	CCCCN(C=O)c1c(CC)nc2c(OCC(=O)c3ccc(F)cc3)cccn12	-5	1.2	0
73	CCOC(=O)C1=CCC2C(=O)N(Cc3ccccc3)C(=O)C12 (stereo not given)	0	-0.1	14
74	COC(=O)[C@@]12C[C@@H](CC(=O)N3CCCC3)C(=O)N(Cc3ccc4c(c3)OCO4)C1=CCC(C)(C)C2	1	-0.2	6
75	CC(=O)NC(c1ccccc1)c1nc(-c2cccc(F)c2)cs1 (stereo not given)	-3	-2.1	15
76	COc1ccc(C=C2SC(=S)N(CCCC(=O)Nc3ccc(C(=O)O)c(O)c3)C2=O)cc1OC	-47	6.9	17
77	CCCCNC(=O)C(NC(=O)c1cccnc1OC)C(=O)c1ccccc1 (stereo not given)	-2	0.7	21
78	CCOC(=O)[C@]12CCCC=C1N(Cc1ccc3c(c1)OCO3)C(=O)[C@H](CC(=O)NCc1cccc(C(F)(F)F)c1)C2	0	-2.2	3
79	CCOC(=O)[C@]12CCCC=C1N(CCc1ccc(OC)c(OC)c1)C(=O)[C@H](CC(=O)NCc1ccc(C)o1)C2	2	-0.3	16
80	CC(C)CCN1CCC(CN2C(=O)C(=O)NC[C@@H]2CC(C)C)CC1	2	-2.2	13

# Given screen by screen: entries from further up
1	COc1ccccc1-c1cc(NC=O)c2ncc(-c3cccc(C(=O)N(C)C)c3)n2c1
2	CC(C)C(C(=O)NCc1ccccc1)N1CCN(c2ccccc2F)CC1 (stereo not given)
3	Cc1ccc(Cc2c(C3CCCCC3)nc3ccc(Br)cn23)cc1

Screen / compound no. | 1 | 2 | 3
SENP1 FRET inh | -14 | 1 | -10
MPTP inh | -1.2 | -1.5 | -1.4
SENP8 inh | -234 | 16 | -28

# (cont.)
No.	compound	SENP1 FRET inh	MPTP inh	SENP8 inh
81	O=C(NC(c1ccc(-c2ccccc2)cc1)c1cnccn1)C1CCN(CCN2C(=O)c3ccccc3C2=O)CC1 (stereo not given)	-4	1.4	12
82	O=C(NCc1ccccc1)c1cnc(Cc2c[nH]c3ccccc23)c(I)c1	5	-0.4	6
83	CC1(C(=O)NS(=O)(=O)c2ccc(C#N)cc2)CCN1C(=O)c1cccc(F)c1 (stereo not given)	0	-0.1	24
84	CCCS(=O)(=O)NC(=O)C1(C)CCN(C(=O)c2ccnc(Cl)c2)C1 (stereo not given)	1	-0.1	6
85	C[C@H]1CN([C@@H](C)CO)C(=O)CCCn2nncc2CO[C@H]1CN(C)C(=O)Nc1cccc2ccccc12	-1	0.3	-7
86	CCCC(NC(=O)CCc1c(C)c2cc3c(C)c(C)oc3cc2oc1=O)C(=O)NC(Cc1ccc(Cl)cc1)C(=O)O (stereo not given)	-80	-2.1	3
87	CCc1nc2ccc(C(=O)NCCc3ccccn3)cn2c1N(C)Cc1cccs1	-5	-0.1	-14
88	OC[C@@H]1CN(Cc2ccc(-c3ccccc3)cc2)C[C@H](n2cnc3c(Nc4ccccc4)ncnc32)O1	-1	1.5	-2
89	Nc1sc(Cc2ccccc2)cc1C(=O)NC1CCCCC1	-3	-3.2	-3
90	Cc1ccc(CN2C(=O)c3ccccc3C2c2nnnn2-c2c(C)cccc2C)cc1 (stereo not given)	0	0.3	18
91	COC(=O)[C@@]12C[C@@H](CC(=O)N3CCN(C(=O)C4CC4)CC3)C(=O)N(Cc3cccc4ccccc34)C1=CCC(C)(C)C2	4	-0.3	22
92	O=S1(=O)N[C@@H](Cc2ccccc2)COc2cc(N3CCC[C@H]3CO)ccc21	-7	1.5	-38
93	CN(Cc1ccccc1)c1cc2c(c3c1ccn3C)C1CCC2C1 (stereo not given)	-6	2.6	-1
94	COc1cccc(C(c2nnnn2C(C)(C)C)N2CCN(C/C=C/c3ccccc3)CC2)c1OC (stereo not given)	3	0.2	14
